High-throughput results deposited in PubChem BioAssay by Broad Institute.
RAD54 branch = RAD54 (human) branch migration inhibition; RAD54 Holliday junction branch migration, FAM/BHQ fluorescence; inhibition, % at 10.4 µM; hit rate 0.14% among 360,000; Q92698; AID 602329;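 active = mean normalized replicate activity at least 40 and at least half of replicates scoring 40 or more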;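 note: 0% = median of neutral control wells and 100% = median of positive control wells; inhibitors cause a drop in the FAM fluorescence signal; in these data hits start at about 50%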
S100A4 MyoIIA = inhibitors of human S100A4 binding to myosin IIA peptide; hit rate 0.14% among 360,000; S100A4/TAMRA-MyoIIA peptide fluorescence polarization; inhibition, % at 10.7 µM;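 active = mean inhibition of at least 70% across replicates, with every replicate also reaching that level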
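assay system = human S100A4 monomer with TAMRA-labelled myosin IIA peptide | also added = labelled myosin peptide probe, 5 nM | incubation = 5 min between mix addition and reading | control set = DMSO and TFP controls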
ERp5 block = ERp5 (human) disulfide isomerase inhibition. Q15084. ERp5 insulin aggregation, absorbance 650 nm, 90 min. inhibition, % at 9.99 µM. hit rate 0.05% among 350,000. AID 651711;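 active = mean replicate inhibition above about 25%, with every replicate also reaching it, limit read from the data, passing the limit was not always enough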
Target sequence (Q15084 whole entry, looked up): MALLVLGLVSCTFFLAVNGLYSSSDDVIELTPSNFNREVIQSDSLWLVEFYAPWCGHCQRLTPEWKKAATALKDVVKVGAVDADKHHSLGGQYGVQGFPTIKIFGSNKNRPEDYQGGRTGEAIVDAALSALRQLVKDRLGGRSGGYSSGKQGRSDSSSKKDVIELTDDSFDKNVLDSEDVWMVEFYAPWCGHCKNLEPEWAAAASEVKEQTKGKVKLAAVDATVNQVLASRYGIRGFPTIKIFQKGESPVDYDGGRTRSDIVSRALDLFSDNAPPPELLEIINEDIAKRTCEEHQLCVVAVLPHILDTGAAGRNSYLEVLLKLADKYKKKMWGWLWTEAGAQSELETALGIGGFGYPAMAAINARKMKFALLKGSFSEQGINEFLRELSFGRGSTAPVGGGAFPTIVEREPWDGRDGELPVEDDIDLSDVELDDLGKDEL
ERAP1 HTS inh = blocks human ERAP1 aminopeptidase activity; inhibition, % at 10.7 µM; recombinant ERAP1, Leu-AMC fluorescence, 60 min; hit rate 0.15% among 340,000; Q9NZ08;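 active = mean replicate inhibition of at least 30%, or all replicates individually reaching that 30% level; inactive = mean below 30% and not every replicate reaching it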;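 note: 0% = neutral control wells and 100% = L-leucinethiol positive control wells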
Xi reactivation = reactivates the inactive X chromosome in mouse fibroblasts. XiGFP mouse fibroblasts, % GFP-positive cells imaging, 3 d; cells co-treated with 5-aza-dC sensitizer; scaled so ellipticine positive control = 100%. activation, % at 7.58 µM. hit rate 0.055% among 360,000. AID 743238;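 active = mean normalized replicate activation at least 10% and every replicate at or above 10%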;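 note: 0% = median of on-plate neutral control wells and 100% = ellipticine 6 µM median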
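System: SV40-immortalized XiGFP fibroblast cells, line 68-5-11 / Incubation: 3-day compound exposure, then 15 min fixation at room temperature / Compound: single concentration per compound, delivered by pin transfer / Buffer or medium: DMEM plus 5-aza-dC sensitizer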
E-selectin induc = induces E-selectin expression in human endothelial cells | P16581 | HUVEC E-selectin immunofluorescence imaging; normalized: neutral wells 0, TNF-alpha wells 100 | activation, % at 7.58 µM | hit rate 0.37% among 260,000 | AID 686992;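 active = mean E-selectin-positive cell signal at least 10% of the positive control, reached in at least 60% of replicates, without over 20% cell loss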;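 note: in these data hits start at about 27%; measured in HUVEC primary endothelial cells; signal is the percent of cells scored E-selectin positive by PE staining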
Target sequence (P16581 whole entry, looked up): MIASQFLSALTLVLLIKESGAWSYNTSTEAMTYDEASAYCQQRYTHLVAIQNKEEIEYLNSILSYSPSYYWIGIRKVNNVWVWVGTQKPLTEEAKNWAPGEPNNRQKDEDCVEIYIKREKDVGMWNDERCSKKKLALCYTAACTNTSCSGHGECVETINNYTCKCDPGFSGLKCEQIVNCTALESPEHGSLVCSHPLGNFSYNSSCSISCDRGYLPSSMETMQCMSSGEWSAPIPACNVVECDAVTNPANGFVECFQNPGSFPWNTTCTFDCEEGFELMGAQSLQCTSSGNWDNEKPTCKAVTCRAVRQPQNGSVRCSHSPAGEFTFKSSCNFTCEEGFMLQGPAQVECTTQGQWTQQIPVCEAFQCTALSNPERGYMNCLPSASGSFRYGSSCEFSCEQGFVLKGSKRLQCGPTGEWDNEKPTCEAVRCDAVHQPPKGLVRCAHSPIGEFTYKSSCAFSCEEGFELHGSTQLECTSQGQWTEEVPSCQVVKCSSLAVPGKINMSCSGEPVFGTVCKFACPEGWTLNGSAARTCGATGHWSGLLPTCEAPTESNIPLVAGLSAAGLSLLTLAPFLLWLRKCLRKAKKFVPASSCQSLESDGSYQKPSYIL
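Assay system: HUVEC primary endothelial cells. Input: 3,000 HUVEC seeded per well. Doses: one compound dose added by pin transfer. Read-out basis: % PE-positive cells. Benchmarks: TNF-alpha high, DMSO low. Detection: immunofluorescence imaging. Buffer or medium: EGM-2, gelatin.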
esBAF inh = SWI/SNF esBAF complex inhibition | reporter increase, % at 12.5 µM | hit rate 2% among 350,000 | mouse ES cells, Bmi1-luciferase knock-in reporter, 24 h; 100% = twice the neutral-well signal | AID 602393; in the data active = activation above about 40%;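 note: 0% = median of the plate's neutral control wells and 100% = double that signal; a rise in the Bmi1 reporter signal indicates esBAF inhibition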
RAD52 inh = inhibitors of human RAD52 DNA annealing; P43351; recombinant RAD52 DNA annealing, FRET fluorescence; inhibition, % at 18.7 µM; hit rate 0.46% among 360,000;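 active = every replicate showing at least 50% inhibition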
Numbers without * were called inactive; nt = not tested or not shown.

molecule	RAD54 branch	S100A4 MyoIIA	ERp5 block	ERAP1 HTS inh	Xi reactivation	E-selectin induc	esBAF inh	RAD52 inh
COc1ccccc1Cc1nnc(NC(=O)C2CCN(C(=O)c3ccco3)CC2)s1	0	2	4	1	0.4	nt	-3	-11
CCCCNC(=O)N(CC)c1c(N)n(Cc2ccccc2)c(=O)[nH]c1=O	nt	4	2	0	0.0	2.1	nt	-22
CN(C)CCCNc1nc(-c2ccc(Cl)cc2)nc2ccccc12	71*	-8	0	5	0.0	0.8	3	50*
C/C=C/c1ccc([C@H]2[C@@H](C#N)N(C(=O)NC3CCCCC3)[C@H]2CO)cc1	-17	14	0	7	0.2	-0.2	1	-353
CN(Cc1cnn(C)c1)Cc1nc(COc2ccccc2)no1	12	-21	-1	6	0.1	nt	26	-1
COc1ccc(NC(=O)CN(C)C2CCCCC2)c([N+](=O)[O-])c1	-5	-2	4	1	0.2	nt	13	-10
CN(C)S(=O)(=O)c1ccc(N2CCCC2)c(C(=O)Nc2nc3ccc(F)cc3s2)c1	-1	-3	4	2	0.0	0.7	nt	-28
Cc1cc(=O)oc2c3c(cc(OCC(=O)NCc4cccnc4)c12)OC(C)(C)CC3	-6	-2	1	-3	nt	nt	7	-12
CN1C(=O)c2cc(NC(=O)Cc3ccccc3)ccc2OC[C@@H]2O[C@@H](CC(=O)O)CC[C@H]21	-6	7	-1	-4	0.5	0.1	2	4
Cc1ccc(NC(=O)COC(=O)c2oc3ccccc3c2C)cc1S(=O)(=O)N1CCOCC1	5	2	-3	0	0.0	nt	-1	-5
COc1ccc(OC)c(NC(=O)C2(C)CCN2Cc2cccc(OC)c2F)c1 (configuration not stated)	7	-3	0	1	0.0	0.0	-5	5
CC[C@@H](C)[C@H](NC(=O)CNC(=O)Cc1c(C)c2c(cc(C)c3c(C)coc32)oc1=O)C(=O)O	6	-8	3	4	0.2	0.0	-9	-9
COc1cc(OC)cc(C(=O)NCc2ccc3[nH]c(C)cc3c2)c1	nt	2	2	2	0.0	2.8	nt	-13
CCCCn1c(N)c(N(CC(C)C)C(=O)C2CCN(S(=O)(=O)c3ccccc3)CC2)c(=O)[nH]c1=O	nt	-12	-5	-1	0.0	-0.1	nt	-16
Cc1nnsc1C(=O)N(Cc1ccccc1)C(C)C	8	-1	1	nt	0.0	nt	5	-10
CCC1CCCCN1CCCNC(=O)CN1C(=O)c2cccnc2Oc2ccc(Cl)cc21 (configuration not stated)	4	3	-2	0	0.1	-0.5	-2	-26
COCCCn1c(C(=O)NC2CCCCC2C)cc2c(=O)n3cccc(C)c3nc21 (configuration not stated)	2	-5	5	1	0.2	nt	13	-11
Cc1cccc(N2CCN(C(=O)c3cccc(S(=O)(=O)N4CCc5ccccc5C4)c3)CC2C)c1 (configuration not stated)	12	30	7	0	0.0	7.1	nt	-21
Cc1ccc(S(=O)(=O)CC(=O)c2ccc([N+](=O)[O-])cc2)cc1	13	3	-8	nt	0.1	0.2	-2	-12
C=CCNC(=O)c1cn(CC)c2cc(N3CCN(C(=O)c4ccco4)CC3)c(F)cc2c1=O	1	-4	3	4	0.0	0.0	1	-19
CCC(C(=O)NCc1ccco1)N(C(=O)CNS(=O)(=O)c1ccccc1)C1CCCCC1 (configuration not stated)	-11	2	1	1	nt	nt	2	-39
CO[C@H]1CC[C@@H]2CCN(C)C(=O)[C@@H](C)[C@@H](OC)CN(C)C(=O)c3cc(C#N)ccc3OC[C@@H]1O2	-6	14	3	1	0.1	0.0	3	3
Cc1cc(C)c(C)c(S(=O)(=O)NC2CCN(Cc3ccccc3)CC2)c1C	-1	-6	5	-4	0.4	1.2	-7	-21
CCNC(=O)OCc1cn(-c2ccccc2)nn1	nt	4	-3	-7	0.0	0.6	nt	1
CC(C)(O)C#Cc1ccc([C@H]2[C@@H](CO)N3CCCCN(C(=O)c4cccnc4)C[C@H]23)cc1	-3	-10	-9	-1	0.2	-0.2	nt	-5
Cc1ccc(C(=O)Oc2ccc(/C=N/NC(N)=O)cc2)cc1	6	-1	2	0	0.0	-0.1	nt	-2
C[C@H](CO)N1C[C@H](C)[C@H](CN(C)C(=O)CC2CC2)Oc2cc(C3=CCCCC3)ccc2S1(=O)=O	-4	6	8	0	0.0	0.0	1	11
Cc1cc(NC(=O)CSc2cc(Cl)ccc2Cl)n(-c2ccccc2)n1	-2	-10	-1	-6	-0.1	-0.1	-7	-19
C[C@@H]1CN([C@@H](C)CO)C(=O)Cc2cc(NC(=O)C3CC3)ccc2O[C@H]1CN(C)S(C)(=O)=O	-8	-51	-1	-2	0.3	0.0	0	13
CC(C)NC(=O)N(C)C[C@H]1Oc2ccc(NC(=O)C3CC3)cc2C(=O)N([C@H](C)CO)C[C@H]1C	0	6	-1	-2	-0.4	4.8	1	8
Nc1c(C(=O)CSc2ncccn2)c(=O)[nH]c(=O)n1C1CC1	-2	7	-8	-6	-0.1	nt	3	-12
C[C@@H]1COC(=O)[C@@H](Cc2ccc(F)cc2)C/C=C\C[C@@H](CC(=O)NCCO)C(=O)N1	-2	1	4	-3	-0.1	0.3	-4	-9
CCOC(=O)c1c(NC(=O)CN2C(=O)NC(C)(c3ccccc3)C2=O)sc(C)c1C (configuration not stated)	-3	-6	-3	1	0.0	nt	nt	-26
C[C@H](CO)N1C[C@H](C)[C@@H](CN(C)Cc2ccccc2)Oc2ccc(NC(=O)Cc3cn(C)c4ccccc34)cc2CC1=O	-6	3	0	3	0.0	-0.4	0	-5
O=C(c1c[nH]c(C(=O)C(Cl)(Cl)Cl)c1)c1ccc(F)cc1Cl	nt	-2	-2	0	0.0	nt	nt	-12
O=C(CCC1CCCN(C(=O)CCN2CCCCC2=O)C1)NCc1ccccc1F (configuration not stated)	-2	-1	3	1	0.0	nt	4	-12
O=C(NC1CCCCC1)C(c1ccccc1)n1c(=O)c(-c2cc3ccccc3[nH]2)nc2ccccc21 (configuration not stated)	nt	0	4	-1	-0.1	-0.1	nt	-16
CC(C(=O)N1CCOCC1)n1cc([N+](=O)[O-])cn1 (configuration not stated)	nt	-7	-6	5	0.0	0.1	nt	-18
CCCNC(=O)N(C)C[C@H]1Oc2cc(C#CCN(C)C)ccc2S(=O)(=O)N([C@@H](C)CO)C[C@H]1C	-1	2	-6	-2	-0.9	0.7	-3	2
CCOC(=O)C(C#N)=CN1CCNc2ccccc21	10	4	0	2	0.0	-0.4	0	-4

Entries of single compounds, quoted from the list. Screens in order: RAD54 branch | S100A4 MyoIIA | ERp5 block | ERAP1 HTS inh | Xi reactivation | E-selectin induc | esBAF inh | RAD52 inh
Entry for O=C(CCC1CCCN(C(=O)CCN2CCCCC2=O)C1)NCc1ccccc1F (configuration not stated) : -2 | -1 | 3 | 1 | 0.0 | nt | 4 | -12
Entry for CCOC(=O)c1c(NC(=O)CN2C(=O)NC(C)(c3ccccc3)C2=O)sc(C)c1C (configuration not stated) : -3 | -6 | -3 | 1 | 0.0 | nt | nt | -26

(more compounds)
molecule	RAD54 branch	S100A4 MyoIIA	ERp5 block	ERAP1 HTS inh	Xi reactivation	E-selectin induc	esBAF inh	RAD52 inh
C=C1C(=O)OC2C=C(CO)CCC=C(CO)CC(OC(=O)C(C)C)C12 (configuration not stated)	nt	-2	9	3	0.0	5.3	nt	-14
CC(Sc1ccc(S(=O)(=O)N2CCN(C)CC2)cn1)C(=O)NC1CCCCC1 (configuration not stated)	4	-2	0	1	0.1	0.0	-4	-23
C[C@H](CO)N1C[C@H](C)[C@@H](CN(C)C)OCCCC[C@H](C)Oc2ccc(NS(=O)(=O)c3cccs3)cc2C1=O	-4	-3	-3	1	0.1	-0.1	-2	-20
Cc1cc(C(=O)COC(=O)c2cccnc2Cl)c(C)n1-c1c(C)n(C)n(-c2ccccc2)c1=O	nt	-3	4	-5	0.2	nt	nt	-10
CCN(CC)CCCN(C(=O)c1ccco1)c1nc(-c2ccc(Cl)cc2)cs1	59*	-7	1	13	0.1	0.3	-8	79*
COc1ccc(CN2Cc3cccc4c3[C@@H](CC2=O)[C@H](O)[C@H](O)C4)cc1	1	2	-2	1	-0.1	0.3	4	-1
COc1ccccc1C#Cc1cnc2c(c1)C(=O)N([C@@H](C)CO)C[C@@H](C)[C@H](CN(C)S(=O)(=O)c1cn(C)cn1)O2	-6	8	0	5	-0.4	0.1	0	4
O=C(Nc1cc(F)ccc1F)N[C@H]1C=C[C@H](CC(=O)N2CCc3ccccc3C2)O[C@H]1CO	nt	36	nt	-5	-0.2	0.2	nt	-5
CC(C)NC(=O)N(C)C[C@@H]1Oc2cc(C3=CCCCC3)ccc2S(=O)(=O)N([C@@H](C)CO)C[C@H]1C	-7	1	1	2	0.2	-0.5	0	3
O=C(O)C[C@H]1C[C@@H]2c3cc(NC(=O)c4ccc5c(c4)OCO5)ccc3O[C@@H]2[C@H](CO)O1	-6	5	-6	-3	0.0	-0.3	-2	-1
O=C(CN1CCOCC1)NCC[C@@H]1CC[C@@H](NS(=O)(=O)c2ccc(Cl)cc2)[C@@H](CO)O1	0	0	7	-1	0.0	0.6	5	-4
Fc1ccc(N2CCN(c3nc(CN4CCOCC4)nc4scc(-c5ccccc5)c34)CC2)cc1	nt	-1	5	4	0.0	nt	nt	-18
COc1ccc(-c2csc(NC(=O)Cc3ccccc3)n2)cc1OC	-14	-2	2	-7	0.0	nt	-2	-13
O=C(NCC[C@H]1CC[C@@H](NC(=O)c2ccccc2F)[C@@H](CO)O1)c1cnccn1	4	-2	3	2	0.5	-0.2	-4	-13
O=C1NC[C@@H](CCCCN2C[C@H](Cc3ccccc3)N(CC3CCCCC3)C(=O)C2=O)N(CC2CCCCC2)C1=O	nt	-1	-1	-1	0.1	0.0	nt	-11
Cc1ccc(S(=O)(=O)N2CCN(c3ncnc4scc(-c5ccccc5)c34)CC2)cc1	7	-15	1	2	-0.1	0.8	1	-14
CCOC(=O)[C@]12CCC=C1N(Cc1ccc(Cl)cc1Cl)C(=O)[C@H](CC(=O)NCc1cccc3ccccc13)C2	nt	0	-2	0	-0.1	nt	nt	-14
CCCC(=O)Nc1cc2c3c(c1)CCN3C(=O)CC2	-7	2	-10	-1	0.0	nt	-1	-8
CC(Oc1ccc(Br)cc1)C(=O)Nc1ccc(S(=O)(=O)N(C)C2CCN(C)CC2)cc1 (configuration not stated)	-9	-5	2	8	0.1	-1.3	-24	18
Cc1ccc(SC(C)C(=O)NCc2ccncc2)cc1 (configuration not stated)	2	-4	3	82*	0.3	-2.5	-2	-5
COc1ccc(/C(C)=N/NC(=O)CNC(=O)c2cccs2)cc1	nt	-7	1	-7	0.0	nt	nt	-16
Cc1ccc2sc(N(CCCN(C)C)C(=O)CN3C(=O)c4ccccc4C3=O)nc2c1C	20	-3	1	nt	-0.2	-0.2	2	69*
CCOc1ccc(NC(=S)NC(=O)/C=C/c2ccc(Br)cc2)c([N+](=O)[O-])c1	1	-1	5	nt	-0.3	-0.1	-8	-4
C=CCSc1nnc2c(n1)OC(C)=Nc1ccc(Br)cc1-2	nt	2	-1	-1	0.1	nt	nt	-9
Cc1ccc(-c2nn(C)c(=O)c3ccccc23)cc1CNC(=O)NC1CCCCC1	nt	-11	2	5	-0.1	0.2	5	-8

ERAP1 HTS inh, hit marks shown above.
| canonical_smiles | S100A4 MyoIIA | ERp5 block | ERAP1 HTS inh | esBAF inh | RAD52 inh |
| --- | --- | --- | --- | --- | --- |
| Cc1ccc(SC(C)C(=O)NCc2ccncc2)cc1 (configuration not stated) | -4 | 3 | 82* | -2 | -5 |
